High-throughput results deposited in PubChem BioAssay by several laboratories.
PKA-R2B activ: activators of human PKA-R2B complex; P22694+P31323; PKA-R2B holoenzyme dissociation, Cy5-IP20 fluorescence polarization; R2B truncated from residue 108, S112A mutant; 0% DMSO only, 100% 113 µM cGMP; activation, % at 11.4 µM; hit rate 0.079% among 340,000;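 active = activation above a cutoff set at the mean over all compounds plus 3 SD, cut at about 18% in these data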;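 note: higher means more holoenzyme dissociation and a rise in polarization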
Target sequence (P31323 whole entry, looked up, other chains not shown, the tested form may be a part): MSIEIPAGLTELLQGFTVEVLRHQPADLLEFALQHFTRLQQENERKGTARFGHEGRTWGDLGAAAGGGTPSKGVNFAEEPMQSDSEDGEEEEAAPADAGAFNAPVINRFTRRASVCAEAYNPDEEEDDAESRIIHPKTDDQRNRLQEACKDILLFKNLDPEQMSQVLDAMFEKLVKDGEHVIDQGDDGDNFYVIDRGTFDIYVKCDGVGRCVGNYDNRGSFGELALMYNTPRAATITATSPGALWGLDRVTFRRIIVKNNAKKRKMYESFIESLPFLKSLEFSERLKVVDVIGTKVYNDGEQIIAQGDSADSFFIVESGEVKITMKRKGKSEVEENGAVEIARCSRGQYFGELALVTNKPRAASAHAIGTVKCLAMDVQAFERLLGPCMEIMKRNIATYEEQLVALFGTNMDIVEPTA
RTF Ca sens inh: cardiac RTF calcium desensitization; P19429+P45379; IANBD-labeled cardiac RTF, Ca2+ fluorescence; inhibition, % at 7.15 µM; hit rate 0.12% among 340,000;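 active = inhibition above the mean inhibition of all tested compounds plus 3 SD, cut at about 17% in these data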;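 note: assay run at fixed EC70 calcium of 1.6 mM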
Rtt109 HAT inh: C. albicans Rtt109 histone acetyltransferase inhibition. Q5AAJ8. purified Rtt109/Vps75, ThioGlo CoA-SH fluorescence, 4 h. inhibition, % at 34.9 µM. hit rate 0.16% among 330,000;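 active = inhibition of at least 50% in every replicate; inconclusive = best replicate reaches 50% inhibition but some replicates fall short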
SR-BI DiI-HDL act: activators of SR-BI mediated HDL lipid uptake; hit rate 0.096% among 320,000; activation, % at 12.5 µM; AID 504775; CHO ldlA[mSR-BI] cells, DiI-HDL uptake fluorescence, 3 h; 100 = double the neutral-control signal;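 active = mean replicate activation of at least 60% and every replicate at or above 60%; inconclusive = mean or all-replicate condition met, but not both; inactive = mean below 60% and not all replicates reaching 60%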;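 note: 0% = median plate neutral-control signal and 100% = twice that signal; values of inactives mirror those of a sister screen read the other way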
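Material – SR-BI-overexpressing, LDLR-lacking CHO cells · Medium – BSA-supplemented, HEPES-buffered Ham's F12, pH 7.4 · Doses – single concentration · Times – compound with DiI-HDL co-incubation, 3 h at 37 °C · Measured by – bottom-read fluorescence, 550/595 nm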
CAL PDZ FP-1: human CAL PDZ-peptide interaction inhibition | Q9HD26 | purified CAL PDZ, TMR-peptide fluorescence polarization, 1 h | inhibition, % at 20 µM | hit rate 0.02% among 330,000 | AID 504414;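 active = highest replicate inhibition of at least 40%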;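 note: plate controls were DMSO neutral control wells for no effect and unlabeled competitor peptide control wells for full effect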
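Material: tagged CAL PDZ domain; buffer or medium: 25 mM sodium phosphate pH 7.4, 150 mM NaCl, TCEP, IgG, Thesit; compound dosing: single point, 20 µM; schedule: 1 h incubation at room temperature before polarization reading; measured by: FP readout, S and P plane fluorescence; read-out basis: percent inhibition from loss of millipolarization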
RTF Ca sens act: cardiac RTF calcium sensitization; P19429+P45379; IANBD-labeled TnC RTF fluorescence at EC20 calcium; 0% EC20 calcium, 100% full calcium; activation, % at 7.2 µM; hit rate 0.24% among 340,000;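 active = activation above the mean over all tested compounds plus 3 SD, cut at about 30% in these data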;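 note: rise in fluorescence read as greater calcium sensitivity of cardiac thin filaments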
C-LANA FP: KSHV C-LANA DNA binding inhibition; hit rate 0.078% among 340,000; MBP-C-LANA/FAM-LBS DNA binding, fluorescence polarization; AID 504423; inhibition, % at 9 µM;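 active = highest replicate inhibition at or above 60% at 9 µM, even if other replicates fall short; inactive = all replicates below 60% inhibition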;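 note: 0% = neutral control wells and 100% = 4 µM acridine orange control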
DAGLB inh: blocks human DAGLB lipase activity. AID 504411. HEK293T DAGLB membrane lysate, EnzChek fluorogenic substrate. inhibition, % at 5.17 µM. hit rate 0.059% among 340,000. Q8NCG7; in the data active = inhibition above about 34%;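 note: 0% = enzyme with vehicle and 100% = wells lacking enzyme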
Target sequence (Q8NCG7 whole entry, looked up): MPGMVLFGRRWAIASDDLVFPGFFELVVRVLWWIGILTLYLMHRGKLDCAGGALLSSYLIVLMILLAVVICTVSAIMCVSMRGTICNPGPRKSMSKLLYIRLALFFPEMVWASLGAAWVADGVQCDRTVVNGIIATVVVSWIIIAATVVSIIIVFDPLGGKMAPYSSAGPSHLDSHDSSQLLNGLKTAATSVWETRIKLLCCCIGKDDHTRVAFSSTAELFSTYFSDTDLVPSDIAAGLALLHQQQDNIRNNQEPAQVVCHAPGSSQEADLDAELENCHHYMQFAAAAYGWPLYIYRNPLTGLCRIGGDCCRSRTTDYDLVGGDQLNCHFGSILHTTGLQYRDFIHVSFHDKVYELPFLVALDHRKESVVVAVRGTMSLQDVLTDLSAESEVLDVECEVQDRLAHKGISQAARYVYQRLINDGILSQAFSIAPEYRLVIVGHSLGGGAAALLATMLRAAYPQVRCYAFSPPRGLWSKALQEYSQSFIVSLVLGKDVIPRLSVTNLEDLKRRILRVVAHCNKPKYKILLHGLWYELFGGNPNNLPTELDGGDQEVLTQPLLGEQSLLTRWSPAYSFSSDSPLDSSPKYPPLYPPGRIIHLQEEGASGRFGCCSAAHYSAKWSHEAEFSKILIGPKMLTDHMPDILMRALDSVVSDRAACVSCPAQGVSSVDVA
CAL PDZ FP-2: blocks peptide binding to the human CAL PDZ domain; hit rate 0.92% among 300,000; Q9HD26; purified CAL PDZ, TMR-peptide fluorescence polarization, 1 h; AID 602252; inhibition, % at 24.9 µM;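 active = mean inhibition of at least 30% with at least half of replicates also reaching 30%; inconclusive = no clear call, values can overlap the other calls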;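 note: 0% = DMSO neutral control and 100% = excess unlabeled competitor peptide PRC23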
Keap1 Nrf2 FP: Keap1-Nrf2 (human) interaction inhibition; Q14145; Keap1 Kelch-Nrf2 peptide fluorescence polarization, 1536-well; inhibition, % at 9.4 µM; hit rate 0.15% among 340,000; AID 504523; in the data active = inhibition above about 12%; inconclusive = no clear call, values can overlap the other calls; inactive = below about 7.3%;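 note: human Keap1 Kelch domain with fluorescein labeled Nrf2 9mer peptide probe; 0% = neutral control wells and 100% = peptide positive control; higher means more block of Keap1 binding to Nrf2 peptide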
Active calls of the source: *; ? = inconclusive; . = not tested or not shown.

Under each structure: PKA-R2B activ	RTF Ca sens inh	Rtt109 HAT inh	SR-BI DiI-HDL act	CAL PDZ FP-1	RTF Ca sens act	C-LANA FP	DAGLB inh	CAL PDZ FP-2	Keap1 Nrf2 FP
O=C1CN(Cc2cc(=O)oc3cc4c(cc23)CCC4)CCN1
    3	-11	5	32	-0.8	4	-0.5	1	1	-1
C=CCNC(NC(=O)c1ccccc1)(C(=O)OCC)C(F)(F)F (stereo not given)
    -1	-4	-3	-1	0.2	-5	-0.8	-5	-8	4
Cc1nc2nc3c(cn2n1)C(=O)CCC3
    5	1	-19	-24	-2.6	4	-0.2	-2	.	-1
COc1ccc(S(=O)(=O)Cc2ccc(C(=O)N3CCN(C4CCCCC4)CC3)o2)cc1
    -4	-4	8	23	-1.2	0	-0.8	-1	-4	-1
CC(=O)N1CCN(c2ncnc3ccccc23)CC1
    -2	0	58*	-10	1.5	-10	-0.9	-1	-2	-1
Cc1cccc(OCCCN2CCOCC2)c1C
    7	-6	26	9	-2.4	-2	-1.5	1	-2	-2
CCOc1ccccc1NC(=O)NCc1ccc(F)cc1
    -4	7	.	-43	-2.2	-4	1.0	0	-3	-1
COc1ccc(C(=O)Nc2ccccc2C(=O)NCc2cccnc2)cc1OC
    -12	-11	-3	-12	-3.2	-6	1.6	-1	-6	0
CNC(=O)NC1CCCc2ccccc21 (stereo not given)
    -2	-1	-11	-2	-1.4	-4	-1.7	1	.	8
C[C@H](CO)N1C[C@H](C)[C@@H](CN(C)S(=O)(=O)c2ccccc2)Oc2c(NC(=O)C3CCCCC3)cccc2C1=O
    4	-6	13	29	-0.6	4	1.8	-2	-2	3
Cc1ccc(S(=O)(=O)CC(=O)Nc2cccc(C)n2)cc1
    4	-4	-14	.	-2.0	-7	0.4	0	-6	-1
Cc1cc(CNC(=O)C2(C(F)(F)F)C/C(=C\Cc3ccccc3)CCCO2)nn1C (stereo not given)
    -5	-3	5	11	0.1	-7	-1.7	-5	-1	0
Cn1c(=O)c2[nH]c(CCc3ccncc3)nc2n(C)c1=O
    -11	4	-6	17	-0.7	0	0.5	-2	54*	-2
O=C(N/N=C/c1cn(-c2ccccc2)nc1-c1ccc(F)cc1)c1ccc2c(c1)OCO2
    7	-7	-10	-74	-2.4	2	-0.8	-2	-6	4
CC(=O)Nc1ccc(S(=O)(=O)Nc2cccc(-c3nc4cc(C)ccc4o3)c2)cc1
    3	-10	1	.	-1.5	2	1.5	-1	-4	6
COc1ccc(NC(=O)CCn2cc(C)c3ccccc32)cc1
    -2	1	2	-12	1.4	3	2.6	-1	-1	-3
COc1ccc(C(=O)N/N=C/c2ccc(OC)c(COc3ccc(F)cc3)c2)cc1
    2	1	-1	-23	-3.9	3	-2.7	1	-2	0
Clc1ccc(C(Cn2ccnc2)OCc2c(Cl)cccc2Cl)c(Cl)c1 (stereo not given)
    -9	6	-3	-22	-1.2	-7	0.6	-5	0	-1
Cc1ccc(S(=O)(=O)N2CCN(C(=O)COc3ccc(NC(=O)c4ccco4)cc3)CC2)cc1
    1	-9	-10	9	-0.3	-2	-2.2	1	7	-3
O=C1NC(=O)c2cc3ccccc3cc21
    -9	-5	-5	-1	-1.3	1	-2.0	2	-4	-4
Cc1ccccc1OCC(=O)NNC(=O)Nc1ccccc1
    -1	0	5	10	-0.2	3	0.2	1	.	-4
COc1ccc(N2CC(NS(=O)(=O)c3cccnc3)CC2=O)cc1OC (stereo not given)
    3	-6	4	32	-1.1	-1	-0.1	3	-2	-5
COC(=O)c1sc2ccccc2c1-n1cccc1C(=O)C(=O)Nc1ccc(C)cc1
    5	-9	-1	-2	-0.2	1	-1.9	-7	.	-6
O=C(O)c1ccc(N/N=C/c2cn(-c3ccccc3)nc2-c2cccs2)cc1
    5	0	3	.	-2.3	-2	1.7	6	0	6
O=S(=O)(Nc1ccc(O)c(NS(=O)(=O)c2ccccc2)c1)c1ccccc1
    -12	0	-7	2	-3.1	5	1.0	4	-4	-2
COc1ccc(C(=O)Nc2c(F)c(F)c(F)c(F)c2F)c(OC)c1
    -5	10	8	4	0.8	-6	0.1	-3	1	-1
COCC(=O)N(C)C[C@H]1N[C@@](Cc2ccccc2)(C(=O)OC)[C@H]2C(=O)N(C)C(=O)[C@@H]12
    7	-5	7	20	-1.1	5	-1.3	-2	-1	2
O=C(CSc1ncnc2ccccc12)c1cccs1
    -13	-1	-32	-5	-2.4	7	1.1	0	7	-7
COc1ccccc1NC(=O)Cn1c(=O)n(CCc2c[nH]c3ccccc23)c(=O)c2cccnc21
    -9	0	6	-32	0.1	-3	1.3	-1	.	0
Cc1cccc(N2CCN(Cc3ccc(Br)o3)CC2)c1C
    0	-1	-4	19	-0.1	0	2.4	-14	6	1
Cc1c(NC(=O)c2ccc(=O)oc2)c(=O)n(-c2ccccc2)n1C
    9	-1	13	0	0.3	-5	1.1	3	-4	-4
Cc1[nH]nc2c1C(c1ccc(N(C)C)cc1)C1=C(CC(C)(C)CC1=O)N2 (stereo not given)
    -4	3	8	-19	-0.6	4	-1.8	1	.	-6
CCOC(=O)N1CCN(C(=O)Nc2ccc3nccnc3c2)CC1
    -3	1	-11	-4	-2.4	-5	-1.0	-1	-3	1
O=C(Cn1cnc([N+](=O)[O-])c1)Nc1cc(Oc2ccc(Cl)cc2Cl)cc([N+](=O)[O-])c1
    4	-4	8	.	-0.1	5	1.3	3	-2	-5
N#CC(Cc1ccc(OC(F)F)cc1)c1nc2ccccc2[nH]1 (stereo not given)
    -5	-5	-1	-10	-1.4	2	-1.7	-2	-1	-4
O=C(O)c1ccc(Oc2ccc([N+](=O)[O-])cc2)c([N+](=O)[O-])c1
    -14	-5	-25	22	-0.2	6	3.4	1	.	-6
CCOc1ccc2ccccc2c1/C=N/NC(=O)CNC(=O)c1ccccc1F
    -3	-8	-4	.	-1.8	-5	-0.8	-1	.	-2
Cc1ccc(C(=O)Cn2c(N3CCOCC3)nc3c2c(=O)n(C)c(=O)n3C)cc1
    8	-7	-1	18	-1.7	-2	0.1	0	-1	-2
CCn1c(C)nc2cc(C(=O)NNC(=S)Nc3ccc(F)cc3)ccc21
    0	1	-4	8	-0.4	-1	-13	0	0	-1
CCNC(=S)N1CCN(c2ccccc2OCC)CC1
    3	0	-9	-5	-0.3	7	0.8	-1	0	-2
C[C@@H]1CCC[C@@]2(O[C@@H](CCO)C[C@@H](O)[C@@H]2O)O1
    -10	8	7	0	0.3	1	0.7	1	0	-6
Cc1cc(C)n2nc(C(=O)NCc3ccccc3)cc2n1
    -5	-1	7	15	0.5	5	-0.9	0	1	-2
ClC(Br)=C(n1cnc2ccccc21)n1cnc2ccccc21
    3	3	-2	43	-0.7	-3	0.0	-1	-3	-5
O=Cc1ccc(-c2nc3ccccc3s2)o1
    -1	-23	.	8	-2.7	-2	2.4	4	-2	-1
Fc1ccc(NC(=S)N2CCSC2c2cccs2)cc1 (stereo not given)
    2	-12	-2	-13	-1.5	2	1.4	-3	-7	-8
CN(CC(=O)Nc1ccc(Cl)c(C(F)(F)F)c1)C(=O)C1CCC1
    -5	7	1	-16	-1.4	0	-1.1	0	1	-5
CCCC(=O)NC(C)C(c1cccs1)N1CCN(C)CC1 (stereo not given)
    2	-6	-2	27	-0.2	-4	2.4	-2	1	0
O=[N+]([O-])c1ccc(NNC(=S)Nc2ccc(F)cc2)cc1
    6	-1	2	-41	-3.7	4	-0.6	8	-4	-7
CC(NC(=O)c1ccccc1)C(=O)N/N=C/c1ccccc1 (stereo not given)
    2	-15	.	8	-0.6	10	-1.0	4	1	0
O=S(=O)(NC(=S)c1ccccc1)c1ccccc1
    -4	-1	1	1	-0.8	5	-0.5	2	6	-6

Next compounds follow:
Under each structure: PKA-R2B activ	RTF Ca sens inh	Rtt109 HAT inh	SR-BI DiI-HDL act	CAL PDZ FP-1	RTF Ca sens act	C-LANA FP	DAGLB inh	CAL PDZ FP-2	Keap1 Nrf2 FP
O=C(NC1CCCCC1)NC1CC2CCCC(C1)N2C1CCCC1 (stereo not given)
    -18	-16	-1	4	-2.5	8	2.4	-1	-3	-5
CCOC(=O)c1c(NC(=O)CSc2ncccn2)sc2c1CCN(Cc1ccccc1)C2
    5	-8	.	-47	-3.7	-1	3.4	0	14	3
Cn1c(N)c(C(=O)COC(=O)CSc2ccc(Cl)cc2)c(=O)n(C)c1=O
    6	4	-1	-7	-1.6	5	-3.5	0	-4	0
CCCC(=O)c1ccc(N2CCN(C(=O)c3ccccc3)CC2)c(F)c1
    -1	3	1	-7	-0.1	-4	1.6	1	-12	4
CC(NC(=O)/C(C#N)=C/c1ccc([N+](=O)[O-])o1)c1ccccc1 (stereo not given)
    -4	1	19	-7	-1.4	8	-0.6	5	-2	-11
COc1cccc(N2CCN(C(=O)CCc3nnc4ccc(N5CCOCC5)nn34)CC2)c1
    -5	-7	3	-3	-1.5	1	1.7	1	0	-7
Cc1cc(C)nc(SCc2ccc(Cl)cc2)n1
    11	-5	3	23	.	9	-0.1	-8	-3	-5
O=C(CC1C[C@H](C(=O)N2CCOCC2)[C@@]2(CCC3CCCC3)c3[nH]c4ccccc4c3CCN2C1=O)NCCN1CCOCC1 (stereo not given in full)
    1	-2	0	-5	-0.6	-11	2.0	4	0	-1
CC1=C(C(=O)OCCOC(C)C)C(c2cc3c(cc2Br)OCO3)CC(=O)N1 (stereo not given)
    -1	-15	6	11	-1.4	-1	-1.9	-3	-3	2
Cn1cc(CC(=O)N2CCN(c3ccccc3F)CC2)c2ccccc21
    -2	0	-12	-15	-0.1	-6	-1.3	-2	.	-3
CCC(NC(=O)C1C2C=CC(C2)C1C(=O)O)c1ccc(C)cc1 (stereo not given)
    -6	1	0	.	0.9	1	-0.5	2	1	-3
CCCCn1c(-c2ccco2)n[nH]c1=S
    -10	8	4	-9	-1.0	7	-1.3	3	0	-5
CCOc1ccc(CNC(=O)Cn2c(=O)c3cccn3c3ccccc32)cc1
    6	-5	-3	10	-0.8	-6	-0.2	-3	-1	0
CCN(CC)C(=O)c1cc2c(=O)n3cccc(C)c3nc2s1
    -5	-5	-5	?	-1.8	-9	-0.9	-1	-4	-5
O=C(COC(=O)/C=C/c1ccc2c(c1)OCO2)NCc1ccccc1
    -7	-14	4	-20	-0.1	3	1.4	-3	-7	-2
